Source: PubChem BioAssay
All columns: NCI-60 one-dose screen, growth in % after 48 h at 10 µM unless noted; 100 = growth as untreated, 0 = no growth, -100 = all killed.
HL-60(TB): HL-60(TB) leukemia cells; hit rate 9% among 78,000; AID 1794776; active = growth percent below 10
* = called active by the depositor; & = joins results of further samples; [ ] = dose if it differs, or a comment. An excerpt, so the mix of outcomes need not match the whole.

SMILES	HL-60(TB)
COc1ccc(S(=O)(=O)N2CCOCC2)cc1N	116
COC(=O)[C@H](C)NC(=O)[C@H](Cc1ccccc1)NCc1ccco1	122
COC(=O)C1=C/C(=N\c2nc(O)c(-c3c(O)n(Cc4ccc(Cl)cc4)c4ccc(OC)cc34)s2)C=CC1=O	91
CCCCC1C(=O)N=C2C=CC=CN2C1=O (stereo not drawn)	101
O=C(O)c1ccc([N+](=O)[O-])c([N+](=O)[O-])c1	106
COc1ccc(C(=O)NCc2ccc(C(=O)O)cc2)cc1Nc1ccnc(C(F)(F)F)c1	96
CCOC(=O)C(=Cc1cccc(C#N)c1)C(=O)OCC	28
Clc1ccc(-c2noc(CCc3nnc(-c4ccccc4)o3)n2)cc1	82
Oc1ccc(CCC2CCNCC2)cc1	113
C#CCOc1ccc(C(Nc2cc(Cl)ccc2Cl)c2nnnn2C2CCCCC2)cc1 (stereo not drawn)	88
C/C(=N\n1c(N)nc2n[nH]c(N)c2c1=O)c1cccc(N)c1	93
COc1ccccc1/C=N\N/C(N)=N\N=C\c1ccccc1OC	-26*
Cc1nn(-c2ccc(-c3ccc(OC(F)(F)F)cc3)cc2)c(N)c1C#N	58
CC(=O)c1ccc(NC(=O)CN2CCN(c3cc(=O)n(-c4ccccc4)c4ccccc34)CC2)cc1	95
COc1cc(-c2nc3cc(Cl)c(Cl)cc3[nH]2)ccc1OCC(=O)NN	82

Some values from the entries so far.
`CCOC(=O)C(=Cc1cccc(C#N)c1)C(=O)OCC` @ HL-60(TB) = 28
`Cc1nn(-c2ccc(-c3ccc(OC(F)(F)F)cc3)cc2)c(N)c1C#N` @ HL-60(TB) = 58

(more compounds)
SMILES	HL-60(TB)
CN1C(=O)C2(Nc3cc(Cl)ccc3S2)c2cc(Cl)ccc21 (stereo not drawn)	98
CN(C)C(=O)C1CC=CCC1C(=O)N(C)C (stereo not drawn)	95
O=C1c2c(c3c4ccccc4n(CCCCCCBr)c3c3[nH]c4ccccc4c23)C(=O)N1O	-42*
C/C(=C1\S/C(=N\O)NC1=O)c1ccc(N)cc1	101
CCOCCOC(=O)c1ccccc1C(=O)c1ccccc1	98
CCCCC(N)(C(=O)O)C1CCCC1 (stereo not drawn)	132
O=c1oc(-c2ccccc2)nc2ccccc12	93
O=C1/C(=C/c2ccccc2O)C(=S)SN1Cc1ccco1	92
O=Nc1c(O)ccc2cc(S(=O)(=O)O)ccc12	96
CC(=O)NC(CCc1ccc(Cl)c(Cl)c1)c1cccc(O)c(=O)c1 (stereo not drawn)	-16*
CS(=O)(=O)Nc1nc2ccccc2[nH]1	58
C=CC(=O)NCc1ccc(Nc2nccc(-c3ccc(N4CCCC4)c(C#N)c3)n2)cc1	-13*
CC1(C)CC[C@]23CC[C@]4(C)[C@H](CC[C@@H]5[C@@]6(C)C/C(=C/c7ccco7)C(=O)C(C)(C)[C@@H]6CC[C@]54C)[C@H]2[C@H]1OC3=O	103
CCOC(=O)c1cc(C(=O)c2ccc(Br)cc2)n2ccc(/C=C/c3cc[n+](CC(=O)c4ccc(Br)cc4)cc3)cc12	85
c1ccc(Nc2ccc3ccccc3c2)cc1	106

Ordered by molecular weight (smallest number first): some entries from above.
SMILES	HL-60(TB)
CCCCC(N)(C(=O)O)C1CCCC1 (stereo not drawn)	132
CS(=O)(=O)Nc1nc2ccccc2[nH]1	58
c1ccc(Nc2ccc3ccccc3c2)cc1	106
O=c1oc(-c2ccccc2)nc2ccccc12	93
CN(C)C(=O)C1CC=CCC1C(=O)N(C)C (stereo not drawn)	95
C/C(=C1\S/C(=N\O)NC1=O)c1ccc(N)cc1	101
O=Nc1c(O)ccc2cc(S(=O)(=O)O)ccc12	96
C/C(=N\n1c(N)nc2n[nH]c(N)c2c1=O)c1cccc(N)c1	93
O=C1/C(=C/c2ccccc2O)C(=S)SN1Cc1ccco1	92
COc1ccccc1/C=N\N/C(N)=N\N=C\c1ccccc1OC	-26*
CN1C(=O)C2(Nc3cc(Cl)ccc3S2)c2cc(Cl)ccc21 (stereo not drawn)	98
CC(=O)NC(CCc1ccc(Cl)c(Cl)c1)c1cccc(O)c(=O)c1 (stereo not drawn)	-16*
COc1cc(-c2nc3cc(Cl)c(Cl)cc3[nH]2)ccc1OCC(=O)NN	82
C=CC(=O)NCc1ccc(Nc2nccc(-c3ccc(N4CCCC4)c(C#N)c3)n2)cc1	-13*
CC(=O)c1ccc(NC(=O)CN2CCN(c3cc(=O)n(-c4ccccc4)c4ccccc34)CC2)cc1	95
O=C1c2c(c3c4ccccc4n(CCCCCCBr)c3c3[nH]c4ccccc4c23)C(=O)N1O	-42*
CCOC(=O)c1cc(C(=O)c2ccc(Br)cc2)n2ccc(/C=C/c3cc[n+](CC(=O)c4ccc(Br)cc4)cc3)cc12	85

Going on with the list:
SMILES	HL-60(TB)
CCCN(CCC)OS(=O)c1ccc(C(=O)SCC)cc1 (stereo not drawn)	91
O=C(O)c1ccc(-n2cc(/C=N/NCc3ccccc3)c(-c3cc4ccccc4oc3=O)n2)cc1	99
CCOC(=O)c1sc2nc(-c3ccc(OC)cc3)nc(N3CCOCC3)c2c1C	95
COc1cc2c3c(c4c5cccnc5n(C)c4c2c(OC)c1OC)C(=O)NC3=O	88
O=C(Nc1nc(-c2ccc(Br)cc2)cs1)c1ccc(Cc2n[nH]c(=O)c3cccnc23)cc1	100
COc1cc2nc(Cl)nc(Nc3cccc(C4=NN(C(C)=O)C(c5ccc6c(c5)OCO6)C4)c3)c2cc1OC (stereo not drawn)	86
COc1ccc(Nc2nc(/N=C/c3ccc(OC)c(OC)c3)n[nH]2)cc1	92
CNCCNC	92
CC(N)C(=O)NC(C(=O)NC1C(O)OC(CO)C(O)C1O)C(C)C (stereo not drawn)	89
CN(C)C(=O)c1cc(CCCOc2ccc(-c3noc(C(F)(F)F)n3)cc2N)on1	104
CC1Oc2ccc(C(=O)O)cc2NC1=O (stereo not drawn)	102
O=C(O)c1ccccc1C(c1ccccc1)c1ccccc1	85
O=C1N=C(c2c(-c3[nH]c(=O)c4ccc(Cl)cc4c3O)c(O)c3ccccc3c2O)C(=O)c2cc(Cl)ccc21	115
Ic1ccccc1-c1ccccc1	81
CCn1c(SC/C(=N\O)c2ccccc2)nnc1-c1ccc(OC)c(OC)c1	96
CC(C)c1ccc(Cn2nc(Nc3ccccn3)nc2N)cc1	88
CSc1nc2nc3c(c(-c4ccc(Cl)cc4)c2c(=O)n1C)CCC/C3=C\c1ccc(Cl)cc1	111
CC(C)c1ccc(C(=O)Nc2sc3c(c2C(N)=O)CCC(=O)C3)cc1	-11*
CCCCCCN(CCCCCC)CC(O)c1ccc(Cl)c2ccccc12 (stereo not drawn)	97
COc1cc2nc(-c3ccc(Cl)cc3)cc(OCCCN3CCOCC3)c2cc1OC	27
Cc1ccc(C2CCCCC2)cc1Br	97
O=C1NCN(CCO)CN1	97
CCC1(c2ccccc2)C(=O)Nc2ccc(-c3ccccc3)cc21 (stereo not drawn)	82
COc1ccc(CNC(=O)C2CSC3(C)c4ccccc4C(=O)N23)cc1OC (stereo not drawn)	84[100 µM]
O=C(CBr)c1cccnc1	89
COc1ccc(/C=C2/SC(N3CCN(c4ccccc4)CC3)=NC2=O)c(OC)c1OC	100
Cc1cc(Nc2ccc3c(c2)OCO3)c2cc3c(cc2n1)OCO3	-12*
O=C(Cc1ccccc1[N+](=O)[O-])NCC(=O)c1ccc2c(c1)OCO2	91
O=C(NC(Cc1c[nH]c2ccccc12)C(=O)NCc1ccc2c(c1)OCO2)c1cccs1 (stereo not drawn)	110
Cc1nc2ncccc2nc1Nc1ccc(S(=O)(=O)Nc2ncccn2)cc1	99
CC1CC(N2CSC(=S)N(C3CC(C)CC(C)(C)C3)C2)CC(C)(C)C1 (stereo not drawn)	51
O=C(NCc1ccco1)Nc1cccc2ccccc12	92
CC(=O)C(C(c1ccccc1)N1CCCc2ccccc21)N1CCOCC1 (stereo not drawn)	69&99
Nc1ncnc2c1N=C(c1ccc([N+](=O)[O-])cc1)CC(c1ccc3c(c1)OCO3)N2 (stereo not drawn)	105
CN1C(=O)NC2NC(=[N+]3CCOCC3)NC21 (stereo not drawn)	101
CN1C(=O)N(C)C2C1NN=C1SC(c3ccccc3)=CC(=O)N12 (stereo not drawn)	103
CCOC(=O)c1c(-c2ccc(C)cc2)c(C#N)c(=O)n(-c2cccc(C(F)(F)F)c2)c1N	102
Oc1c(Br)cc(Br)c2ccc(Cn3cc(-c4ccccc4C(F)(F)F)nn3)nc12	0.6*
CC(C)(C)C(=O)O[C@@H]1[C@H](OC(=O)C(C)(C)C)[C@@H](CO)O[C@H]1n1c(=O)cc(N)[nH]c1=O	93
CCOC(=O)c1cc(Cl)c(O)c(Cl)c1	65
C#C[C@]1(O)CC[C@H]2[C@@H]3CC=C4c5sc(Nc6cccc(Cl)n6)nc5CC[C@]4(C)[C@H]3CC[C@@]21C	-16*
COc1ccc(-c2nnc(COc3ccc(NS(=O)(=O)c4ccc(C)cc4)cc3F)o2)cc1	90
COc1ccc(C2=NN(c3ccc(S(N)(=O)=O)cc3)C(=O)CC2)cc1	62
Fc1ccc(Nc2csc(-c3ccccn3)n2)cc1Cl	102
COc1ccc(C(=O)n2nc(CC(=O)NCc3ccccc3)nc2N)cc1	92
COc1ccc(-c2ccc(=O)n(-c3ccc(S(N)(=O)=O)cc3)n2)cc1	102
O=C(CN1C(=O)NC2NC(=O)NC21)N/N=C/c1ccc(Cl)cc1Cl (stereo not drawn)	99
NS(=O)(=O)c1ccc(NC2=C(I)C(=O)c3ncccc3C2=O)cc1	100
Cc1nn(-c2ccccc2)c(C)c1N=Nc1ccc(Br)cc1	68
CCN1C(=O)CC2CCCC1C2 (stereo not drawn)	101
ON=C(C1CCCCC1)C1CCCCC1	97
COC(=O)C12C3C(=O)N(c4ccc(C)cc4)C(=O)C3C(c3cn(-c4ccccc4)nc3-c3ccccc3)N1[C@H](c1cn(-c3ccccc3)nc1-c1ccccc1)[C@@H]1C(=O)N(c3ccc(C)cc3)C(=O)[C@@H]12 (stereo partly drawn)	117
CCOC(=O)c1ncn(Cc2ccccc2)c1-n1cccc1	87
COc1ccc(-c2nnc(Cn3c(Cc4cccc5ccccc45)nc4ccccc43)o2)cc1	81
N#Cc1ncc(-c2ccc(C(F)(F)F)nc2)c(NC2CCCCCC2)n1	98
CN1c2ccccc2C(=O)N(NC(=O)Nc2ccc(F)cc2)C1c1ccc(F)cc1 (stereo not drawn)	97
O=C(CSc1nnc2n1N=C(c1ccc(Cl)cc1)CS2)c1ccc(Cl)cc1	76
O=C(NC1CC1)c1ccc(-c2nc3ccc4[nH]ncc4c3c3c2CCCC3)cc1	29
Nc1cccc(-c2nc3sccn3c2-c2ccnc(NCCCNS(=O)(=O)c3cccc(F)c3)n2)c1	63
N#Cc1nc(-c2ccccc2)oc1N1CCC(CO)C1 (stereo not drawn)	107

Later entries.
SMILES	HL-60(TB)
CO/N=C(/C(=O)NC1C(=O)N2C(C(=O)OC(C)OC(C)=O)=C(COC(N)=O)CSC12)c1ccco1 (stereo not drawn)	120
CCOC(=O)C1(C)CCN(C)C1=O (stereo not drawn)	95
O=C1C(c2ccc3ccccc3n2)=C(O)c2ccccc21	79
Cc1ccc(/C=C2\C(=O)N(C)c3ccc(-c4ccccc4)cc32)s1	101
Cc1[nH]n(C(N)=S)c(=O)c1N=Nc1ccc(S(=O)(=O)N=C(N)N)cc1	108&106
CC(=O)CC(=O)NC1CCCC1	87
O=C(Cc1cc2ccccc2[nH]1)N(CCCc1cnc[nH]1)Cc1ccccc1	70
O=C(CCN1CC2CCC(CC2)C1)c1ccco1	93
Cc1nn(-c2ccccc2)c2[nH]c(-c3ccc(Cl)cc3)c(C3C(=O)Nc4ccc(Cl)cc43)c12 (stereo not drawn)	72
S=C=NCc1ccccc1	111
CCN(CC)CCOc1ccccc1-n1c(C)ccc1-c1ccccc1	22
Cc1nn2c(-c3nc4ccc(F)cc4[nH]3)c(-c3ccccc3)nc2s1	106
C/C=C/c1nc2ccccc2s1	92
COc1ccc(/C=C/C(=O)c2ccccc2)cc1	60&94
Cc1ccc2[nH]c(=O)c(C3CNC(=O)c4ccccc4N3)cc2c1 (stereo not drawn)	107
CCCCC1(CC)COC(c2ccccc2Cl)OC1 (stereo not drawn)	102
Cc1ccc(O)c(Cc2cccc(Cl)c2)c1	70
O=C(c1ccccc1)N(C(=O)c1ccccc1)c1ccccc1	85
Cc1nc(N)[nH]c(=O)c1CCCCc1ccccc1	78
CC/C(=C(\c1ccc(Cl)cc1)c1ccc(OCCN2CCCCC2)cc1)c1ccc(O)cc1	-40*
O=C1NC(=O)/C(=C/c2ccc(Cl)cc2Cl)N1	97
CCOC(=O)N/N=C/c1ccccc1	88
COc1ccc(C(=O)/C=C/c2cc(-c3cc4ccccc4o3)n(-c3ccccc3)n2)cc1OC	94
C1CCc2nnnn2CC1	125&96&102
CC(=O)Nc1ccc(-c2cc3c(NCc4ccc(F)cc4)ncnc3s2)cc1	89
Cc1cc2c(C)c3cc(C)c(N)cc3nc2cc1N	19
CCCCNc1ccc2c3c(cccc13)C(=O)N(c1ccc(/C(=C(\C)c3ccccc3)c3ccccc3)cc1)C2=O	99
C[C@]12CC[C@H]3[C@@H](CC=C4C[C@@H](O)CC[C@@]43C)[C@@H]1CC(=O)C2	114
Cn1cc(-c2cc3ncnc(Nc4ccc(CC(=O)Nc5ccc(C(C)(C)C)cc5)cc4)c3s2)cn1	98
COc1cc(/C=C/C(=O)c2cccc(-n3cc(-c4ccc(Cl)cc4)[nH]c3=O)c2)cc(OC)c1OC	63
CC(C)(Sc1cc(C(C)(C)C)c(OC(=O)CCC(=O)O)c(C(C)(C)C)c1)Sc1cc(C(C)(C)C)c(OC(=O)CCC(=O)O)c(C(C)(C)C)c1	42
CC(CN(C)C)Oc1ccc(OC(C)CN(C)C)c2c1C(=O)c1ccccc1C2=O (stereo not drawn)	39
CC(=O)c1ccc(NC(=O)c2cc(-c3ccc(S(C)(=O)=O)cc3)nc3ccccc23)cc1	102
Cc1ccc(S(=O)(=O)Nc2ccc(-c3cc(-c4cccc(F)c4)on3)cc2)cc1	110
COc1ccc(-c2nn(-c3ccccc3)cc2/C=C2\SC(=S)N(CCCCCCCCCCC(=O)O)C2=O)cc1OC	90
CNCC(=O)Nc1cccc(Cl)c1C	125
CN1CCN(c2ncccc2CNC(=O)[C@@H]2CCCN3CCCC[C@H]23)CC1	71
